# Screening results deposited in PubChem by National Center for Advancing Translational Sciences (NCATS).
# UDG counterscr – counter-screen for AID inhibitors: uracil-DNA glycosylase inhibition. FRET deamination/UDG coupled assay, UDG read, 4 h. Potency, µM (highest dose often 115 µM), for the others: at the highest dose activity change, negative = inhibition, hits mostly inhibitors. 91,000 tested, 0.14% active. AID 1347430; further: nearly all actives have a fitted effect of over 65% in size
# AID inh – activation induced cytidine deaminase inhibition; AID deamination FRET fluorescence, UDG-coupled, 4 h; Potency, µM (doses to about 115 µM), inactives show at the highest dose activity change, negative = inhibition, hits mostly inhibitors; 91,000 tested, 0.32% active; further: nearly all actives have a fitted effect of over 25% in size
# Target sequence (Q9GZX7 whole entry, looked up): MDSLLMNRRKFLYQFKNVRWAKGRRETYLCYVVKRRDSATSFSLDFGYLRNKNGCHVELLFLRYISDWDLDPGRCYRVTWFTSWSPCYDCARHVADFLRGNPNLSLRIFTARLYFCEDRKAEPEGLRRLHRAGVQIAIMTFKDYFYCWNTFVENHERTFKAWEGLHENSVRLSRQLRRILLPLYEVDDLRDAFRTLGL
# The depositor's hits bear a star; u = inconclusive; & = joins results of further samples; [ ] = another dose, or the depositor's remark. The call rests on the fitted dose curve; in most records, active means well fitted curve in the direction sought with a large enough effect; inconclusive means small, poorly fitted or top-dose-only effect, or another doubt; inactive means no such curve, though single readings can be large; an effect the other way counts as inactive or inconclusive. On the % scale 0 is the no-effect control and ±100 the full control effect; potency means the concentration at half of the fitted maximal effect. An excerpt (hit frequency here may not be typical).
entry	compound	UDG counterscr	AID inh
1	Cc1ccc(-c2cnc(CCC(=O)Nc3cccc(OCC(N)=O)c3)o2)cc1	4%	2%
2	COC(=O)c1cc2sc(Cl)cc2n1Cc1nc(-c2ccccc2F)oc1C	-6%	-37%
3	Cc1ccc(NC(=O)CCc2nc(C(C)(C)C)no2)nc1	-4%	-16%
4	CC1CC(Sc2ccc(C(F)(F)F)cn2)C(=O)O1 (configuration not stated)	-2%	4%
5	COc1ccc(CNc2cc(-c3ccc(OC)cc3)nc3nncn23)cc1	-8%	u
6	O=C(CSc1ncc2c(n1)-c1ccccc1N(Cc1ccc(F)cc1)S2(=O)=O)NCc1ccccc1	42%[activator]	44%[activator]
7	COc1ccc(-c2nc(CNC(=O)NC(C)C)c(C)o2)cc1	0%	16%
8	CCOc1ccc(S(=O)(=O)c2cn(Cc3ccccc3)c3ccc(OCC)cc3c2=O)cc1	-11%	-15%
9	Fc1ccc(OCc2coc(-c3ccccc3)n2)c(Br)c1	-9%	-8%
10	COC(=O)c1ccc(COC(=O)c2cccc3ccccc23)cc1	7%	-3%
11	COc1ccc(NC(=O)c2cc(S(=O)(=O)N3CCCC(C)C3)cn2C)c(OC)c1 (configuration not stated)	-2%	-4%
12	CCOc1c(Cl)cc(C(=O)N2CCN(C(=O)OC(C)(C)C)CC2)cc1OC	-12%	-2%
13	Nc1ncnc2c1ncn2[C@@H]1O[C@H](CO)[C@@H](O)[C@H]1O	3%	6%
14	COc1cc(OC)cc(C(=O)Oc2cccc3cccnc23)c1	-3%	4%
15	CCCN1C(=O)C(O)(CC(=O)c2ccc(OC)c(OC)c2)c2ccccc21 (configuration not stated)	-4%	10%
16	Cc1cccc(CC(=O)NCc2nc3cccnc3n2Cc2ccc(F)cc2)c1	-3%	-8%
17	O=C(Nc1ccc(-n2cccn2)c(F)c1)C1CCCN(C(=O)c2ccoc2)C1 (configuration not stated)	6%	5%
18	CCN(CC)c1sc(S(=O)(=O)c2ccccc2)nc1S(=O)(=O)c1ccc(C)cc1	-1%&2%	-9%&22%
19	CC(Cn1cccn1)NC(=O)N1CCN(Cc2ccco2)CC1 (configuration not stated)	1%	5%
20	O=C(COC(=O)c1cc2ccccc2oc1=O)Nc1cccc2ccccc12	9%	2%
21	Cc1ccc(-n2ncc(C(=O)NCCN3CCC(Cc4ccccc4)CC3)c2C2CCN(C(=O)OC(C)(C)C)CC2)cc1	81%[activator]	u
22	N#Cc1ccc(NCCc2coc(-c3ccccc3)n2)nc1	-7%	-16%
23	CCOC(=O)c1ccc(NC(=O)Cn2nc(SC)c(S(=O)(=O)c3ccc(Cl)cc3)c2N)cc1	-13%	-19%
24	C=CC[C@H]1Cc2ccccc2[C@H](CC=C)N1	5%	10%

# An excerpt of these results, field by field.
21	Cc1ccc(-n2ncc(C(=O)NCCN3CCC(Cc4ccccc4)CC3)c2C2CCN(C(=O)OC(C)(C)C)CC2)cc1
- UDG counterscr = 81%[activator]
- AID inh = u
17	O=C(Nc1ccc(-n2cccn2)c(F)c1)C1CCCN(C(=O)c2ccoc2)C1 (configuration not stated)
- UDG counterscr = 6%
- AID inh = 5%

# Additional entries:
entry	compound	UDG counterscr	AID inh
25	Cc1cccc(C(=O)OC2CCN(C)CC2)c1	5%	11%
26	COC(=O)c1cc(OC(=O)c2cccc3ccccc23)cc(C(=O)OC)c1	1%	0%
27	CCOc1ccccc1NC(=O)c1ccc2c(c1)CCCN2S(C)(=O)=O	5%	-11%
28	O=C(NCC(O)c1ccccc1)c1ccc(CNS(=O)(=O)c2ccc(F)cc2)cc1 (configuration not stated)	-6%	3%
29	CC(C)(CC(=O)O)CC(=O)NC(c1ccccc1)c1ccco1 (configuration not stated)	6%	-2%
30	O=c1oc2ccccc2c(NC2CCCCC2)c1NS(=O)(=O)c1ccccc1	-4%	-8%
31	CC(C)=CC(=O)Nc1ccc(F)c(Cl)c1	3%	-2%
32	Cc1ccc(CN(Cc2ccco2)C(=O)c2oc3c(C)c(C)ccc3c2C)cc1	-25%	u
33	Cc1ccc(S(=O)(=O)c2nc(-c3ccco3)oc2SC(C)c2ccccc2)cc1 (configuration not stated)	-9%	17%
34	CC(NC(=O)c1nccnc1N)c1cccc(Cl)c1 (configuration not stated)	2%	-2%
35	CCOC(=O)N1CCN(C(=O)Cn2nc(-c3ccc(F)cc3)ccc2=O)CC1	-1%	-6%
36	Cc1ccc(NC(=O)c2c(NC(=O)C(F)(F)F)sc3c2CCCCC3)cc1	-18%	u
37	CN1CCN(c2ccc(NC(=O)c3cccc(S(=O)(=O)NCc4ccco4)c3)cc2)CC1	-5%	23%
38	COc1ccc2oc(=O)c(S(=O)(=O)N3CCCCC3)cc2c1	0%	8%
39	O=C(NC(C1CC1)C1CC1)c1ccncc1	2%	-3%
40	O=c1[nH]c(=O)n(Cc2ccccc2)c2nc(-c3ccc(F)cc3)n(CC3CCCO3)c12 (configuration not stated)	2%	-5%
41	Cc1ccsc1C(=O)NCc1ccncc1	-8%	-4%
42	O=c1c2cnn(-c3ccc(F)cc3)c2ncn1Cc1cccc(Cl)c1	14%	-2%
43	O=C(CCc1ncc(-c2ccc(F)cc2)o1)NCc1ccccc1Cl	3%	1%
44	O=C(Nc1nnc(S(=O)(=O)N2CCCCCC2)s1)c1ccccc1Br	1%	u
45	CCNC(=O)NC(=O)C(c1ccccc1)N(C)Cc1ccc2ccccc2c1 (configuration not stated)	10%	6%
46	CCc1nn2c(=O)c(S(=O)(=O)Nc3ccc(C)cc3C)c(C)nc2s1	19%	2%
47	O=C(CCn1ccc2cc(S(=O)(=O)N3CCCC3)ccc21)NCc1ccccc1F	-7%	-3%
48	CCN(CC)c1nn2c(=O)c(C(=O)NCc3ccc(OC)cc3OC)cnc2s1	-1%	-21%
49	CCOc1ccc(CCNC(=O)c2cc(=O)[nH]c3ccc(S(=O)(=O)N4CCCCC4)cc23)cc1OCC	-18%	-20%
50	Cc1ccc(-n2ncc3c(=O)n(Cc4ccccc4C)cnc32)cc1C	1%	15%
51	Cn1nc(-c2ccccc2F)c2cc(C(=O)NCc3ccccc3Cl)sc21	2%	-2%
52	CSc1ccc(/C=C/C(=O)NCc2ccc(F)cc2)cc1	6%	-4%
53	CC(C)NC(=O)CNC(=O)CCc1ncc(-c2ccccc2)o1	-5%	2%
54	CC(N(C)CC(=O)NC(C)(C#N)C1CC1)C(C)(C)C (configuration not stated)	0%	0%
55	CCc1c(C(=O)Nc2scc(-c3cc(C)ccc3C)c2C#N)csc1C	-4%	0%
56	CC(=O)N1CCCC1c1nc2ccccc2n1Cc1ccc(F)cc1 (configuration not stated)	-29%	-6%

# 2 compounds picked at random from those above, as already listed:
entry	compound	UDG counterscr	AID inh
53	CC(C)NC(=O)CNC(=O)CCc1ncc(-c2ccccc2)o1	-5%	2%
56	CC(=O)N1CCCC1c1nc2ccccc2n1Cc1ccc(F)cc1 (configuration not stated)	-29%	-6%

# (continued)
entry	compound	UDG counterscr	AID inh
57	COc1ccccc1CNC(=O)CCn1cnc2ccccc2c1=O	1%[57.5 µM]	14%[57.5 µM]
58	O=C(Cn1c(=O)n(-c2ccccc2)c(=O)c2c3c(sc21)CCCC3)Nc1ccc(F)cc1	-1%	12%
59	Cc1c(Cl)cccc1N=Cc1ccc(N(C)C)cc1	-3%	8%
60	Cc1cc(NC(=O)Cn2nc(C)n3cccc3c2=O)ccc1Br	u	u
61	Cc1ccc(C)c(NC(=O)CSc2ncc(S(=O)(=O)c3ccc(C)c(Cl)c3)c(=O)[nH]2)c1	12%	u
62	CCc1nn2c(=O)cc(COC(=O)c3ccccc3NC(=O)c3ccccc3F)nc2s1	-3%	-3%
63	O=C(NCCc1ccc(Cl)cc1)C1CCN(c2ncnc3c2nc2n3CCCCC2)CC1	-6%	3%
64	COc1ccccc1N1CCN(c2ncc3c(n2)CCN(Cc2ccccc2F)C3)CC1	-5%	-22%
65	CC1=CC(C)C2(COC(CC(C)C)OC2)C(C)C1 (configuration not stated)	-5%	-5%
66	CC1(C)Cc2c(C#N)c(OCC(=O)Nc3ccccc3)nc(N3CCOCC3)c2CO1	5%	2%
67	CCNc1nc(C(F)(F)F)c(C(=O)OCC)s1	8%	0%
68	CCc1c(C)sc(NC(=O)c2c(F)cccc2F)c1C#N	-1%	6%
69	Cc1ccnc(NC(=O)c2nc(-c3ccccc3)oc2C)c1	-1%	21%
70	CC(C)c1ccc(CNCCCn2ccnc2)cc1	5%	0%
71	Cc1ccc2c(=O)c(C(=O)c3ccccc3)cn(CC(=O)Nc3ccc4c(c3)OCCO4)c2n1	5%	41%[activator]
72	O=c1oc2ccccc2c(N2CCN(c3ccccc3F)CC2)c1CN1CCCC1	-4%	-17%
73	Cc1noc(-c2cc(Br)cc(Br)c2O)n1	6%	-10%
74	COc1cccc(CN2C(=O)c3ccccc3Sc3ccc(C(=O)NCCc4ccc(C)cc4)cc32)c1	-9%	-10%
75	CCN(Cc1ccccc1)C(=O)CN1C(=O)COc2ccc(S(=O)(=O)N3CCCCCC3)cc21	-2%	-28%
76	Cc1ccc(S(=O)(=O)N2CCN(Cc3coc(-c4cccs4)n3)CC2)cc1	-3%	-17%
77	CCCOc1ccc(C(=O)N2CCC(c3nc4ccccc4s3)CC2)cc1	-11%[57.5 µM]	18%[57.5 µM]
78	COc1cccc(C2CC(=O)Nc3nc(N)sc32)c1OCC(C)C (configuration not stated)	-13%	40µM*
79	C[C@H](NC(=O)/C(C#N)=C/c1ccc(O)c(O)c1)c1ccccc1	9%	-3%
80	COc1ccc(CNc2nc(-c3ccco3)nn2S(=O)(=O)c2ccc(Cl)cc2)cc1OC	5%	3%
81	CC(C)(C)C(=O)Nc1ccc(-c2nc3ccc(NC(=O)C(C)(C)C)cc3[nH]2)cc1	10%	9%
82	Cc1ccc(S(=O)(=O)c2nc(-c3ccc(F)cc3)oc2N2CCN(c3ccccc3)CC2)cc1	-17%	u
83	COc1ccc(/C=C(/C(=O)c2ccccc2)c2nc3ccccc3s2)cc1	-2%	17%
84	C=CCNC(=S)NNC(=O)c1ccc(C)cc1	-7%	-1%
85	CCCCN(CC)C(=O)Cn1cc2c(n1)-c1c(oc(C(=O)N3CCCC3)c1C)CC2	u	u
86	Cc1c(-c2ccc(Cl)cc2)c(=O)oc2ccc(OS(C)(=O)=O)cc12	1%	-4%
87	O=C(CCCN1CCC(O)(c2cccc(C(F)(F)F)c2)CC1)c1ccc(F)cc1	-2%	-8%
88	CCC1CN(C(=O)N2CCC(C(=O)NCc3cc(OC)ccc3OC)CC2)c2ccccc2O1 (configuration not stated)	0%[57.5 µM]	-12%
89	Cc1cccc(C(=O)Nc2ccc(NC(=S)NC(=O)c3cccc(Cl)c3)cc2)c1	-6%	0%
90	CCc1ccc(CNC(=O)c2ccc(Cn3c(=O)c4cccn4c4cccnc43)cc2)cc1	-9%	-5%
91	COC(=O)CN(Cc1cccs1)CC1CCCO1 (configuration not stated)	3%	7%
92	COc1ccc(CCNC(=O)Cn2nc(-c3cccs3)c3ccccc3c2=O)cc1	10%	3%
93	Cc1ccc2nc(/C(C#N)=C/c3ccc(-c4cccc(Cl)c4)o3)[nH]c2c1	5%&1%	7%&5%
94	O=C(c1ccc2c(c1)N(Cc1ccc(F)cc1)C(=O)c1ccccc1S2=O)N1CCC(Cc2ccccc2)CC1 (configuration not stated)	-18%	u
95	O=C(NCc1ccccc1)c1ccccc1CSc1nc2ccccc2o1	-14%	-2%
96	CCOc1ccccc1NC(=O)CSc1nnc2[nH]c(=O)cc(C)n12	5%	-8%
97	Cc1ccc(C)c(N2CCN(c3ncnc4c3nc3n4CCCCC3)CC2)c1	-11%	u
98	COc1cc(Cl)c(C)cc1NC(=O)Cn1ncc2c1-c1cc(C)ccc1OC2	5%	5%
99	COc1ccc(CCCc2nnc(SCC(=O)Nc3ccc(C)cc3C)o2)cc1	2%	25%
100	CCCCN(C)CCCNC(=O)Cn1ncc2c3ccccc3n(Cc3ccccc3)c2c1=O	-16%[57.5 µM]	-4%
101	O=S(=O)(Nc1cccc(C(F)(F)F)c1)c1ccc(NS(=O)(=O)c2ccc3c(c2)OCCO3)cc1	-5%	-13%
102	Cc1ccccc1NC(=O)CSc1nnc(-c2cccs2)o1	-16%[57.5 µM]	-12%[57.5 µM]
103	O=C1CSc2ccc(S(=O)(=O)N3CCOCC3)cc2N1	2%	-1%
104	CC(C)(CNC(=O)c1ccco1)CNC(=O)c1ccco1	-1%	1%
105	CCOC(=O)c1sc2ncn(CC(=O)Nc3ccc(OCC)cc3)c(=O)c2c1C	8%	7%
106	Cc1ccc(S(=O)(=O)N(CCc2ccccc2)CC(=O)Nc2ccc(Br)cc2)cc1	-1%[57.5 µM]	-4%[57.5 µM]
107	CCCCNC(=O)CSc1nc2cc3c(cc2c(=O)n1CCCC(=O)NCCc1ccc(OC)c(OC)c1)OCO3	-11%	-24%
108	Cc1cn2c(=O)cc(COc3ccccc3NC(=O)c3ccc(C(C)(C)C)cc3)nc2s1	-1%	19%
109	COc1ccc(NC(=O)c2cc(Br)c(O)c(OC)c2)cc1	-3%	5%
110	COc1cc(/C=C/C(=O)c2ccc(C3CCCCC3)cc2)cc(Br)c1O	1%	82%[activator]
111	O=C(OCc1ccc(-c2ccccc2)cc1)c1ccc(CO)cc1	0%	-7%
112	Cc1ccc(S(=O)(=O)N2CCCc3cc(NS(=O)(=O)c4ccc(C)c(C)c4)ccc32)cc1	0%	0%

# (listing goes on)
entry	compound	UDG counterscr	AID inh
113	CCN1CCCC1CNC(=O)c1cc(S(=O)(=O)CC)c(N)cc1OC (configuration not stated)	-3%	1%
114	CC1=CC(C)(C)SC(N)=N1	-4%	-1%
115	O=C(Cn1c(=O)c2c(ncn2C2CCCC2)n(Cc2ccccc2)c1=O)N1CCOCC1	-3%	13%
116	CCOc1ccc(NC(=O)Cn2c(=O)n(-c3ccccc3)c(=O)c3c4c(sc32)CCCC4)cc1	-6%	16%
